# Source: PubChem BioAssay
# procasp3 activ: activates human procaspase-3; AID 463141; recombinant procaspase-3 D3A, Ac-DEVD-pNA absorbance 405 nm; hit rate 0.11% among 330,000; activation, % at 8.5 µM;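 active = activation above the mean of all tested compounds plus 3 SD, cut at about 21% in these data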;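 also: 0% = DMSO alone and 100% = DMSO wells spiked with extra 5 µM PC-3 D3A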
#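 Compound: 8.5 µM single point, 0.8% DMSO / Material: Autoprocessing-dead procaspase-3 D3A mutant enzyme / Timing: 1 h preincubation plus 2 h reaction at 25 °C / Medium: Zinc-free HEPES/NaCl buffer with 0.01% Triton X-100 at pH 7.4 / Technique: 405 nm absorbance of p-nitroaniline, reads at 0 and 120 min / Repeats: one well per compound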
# LAP4-GFP MLPCN: modulators of TOR pathway LAP4-GFP in S. cerevisiae. S. cerevisiae LAP4-GFP multiplex, flow cytometry GFP, 3 h; median GFP as percent of DMSO wells. GFP response vs DMSO, % at 10 µM. hit rate 0.34% among 320,000. AID 2023;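 active = GFP response vs DMSO above a set limit, about the screen mean plus 3 SD, cut at about 150% in these data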
# RPL19A TOR yeast: yeast TOR pathway RPL19A-GFP modulation; percent response vs DMSO, % at 10 µM; hit rate 0.3% among 330,000; S. cerevisiae RPL19A-GFP strain, flow cytometry, 3 h; active compounds read low;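 active = percent response vs DMSO below 50%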;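 also: median channel GFP fluorescence of the barcoded RPL19A-GFP strain; ratio of sample median GFP to plate DMSO average so 100% = DMSO; lower means less RPL19A-GFP as with rapamycin TOR inhibition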
# EBNA-1 inhibitor: blocks EBNA-1 binding to DNA. EBNA-1 DNA binding, fluorescence polarization. inhibition, % at 14.8 µM. hit rate 0.34% among 300,000. AID 1950; in the data active = inhibition above about 28%
# MEP2 TOR yeast: yeast TOR pathway MEP2-GFP modulation | hit rate 0.51% among 330,000 | S. cerevisiae MEP2-GFP strain, flow cytometry GFP, 3 h; 100% = DMSO control level | GFP response vs DMSO, % at 10 µM;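 active = GFP response versus DMSO above a set limit, roughly screen mean plus 3 SD, cut at about 180% in these data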;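 also: median GFP fluorescence of the barcode-gated MEP2-GFP cells per well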
# proCasp7 act: counter-screen for procaspase-3 activators: activators of human procaspase-7 | hit rate 0.093% among 330,000 | activation, % at 8.5 µM | recombinant procaspase-7, Ac-DEVD-pNA absorbance 405 nm; D23A/D198A/D206A triple mutant, cannot self-cleave; scale: DMSO 0, 5 µM enzyme 100 | P55210 | AID 463210;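 active = percent activation above the screen-wide mean plus 3 SD, cut at about 25% in these data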
#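 signal = Epi-absorbance of released pNA at 405 nm, two timepoints | assay system = Uncleavable procaspase-7 mutant enzyme | reagent = Ac-DEVD-pNA substrate, 400 µM as added | times = 1 h enzyme–compound preincubation and 2 h substrate reaction, both 25 °C | benchmarks = low DMSO alone, high DMSO plus 5 µM PC-7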
# ZTA DNA inh: blocks Epstein-Barr virus ZTA, an EBNA-1 counter-screen; ZTA-DNA binding, fluorescence polarization; inhibition, % at 11 µM; hit rate 0.15% among 320,000; in the data active = inhibition above about 33%
# AHR act: human AHR activation | P35869 | AHR-responsive luciferase reporter cells, luminescence | activation, % at 5 µM | hit rate 2.5% among 320,000; in the data active = activation above about 47%;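 also: 0% = vehicle wells and 100% = reference agonist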
# An asterisk follows results filed as active; · = no result given.
1. CCN(CC)S(=O)(=O)c1ccc(N2CCc3cc(OC)c(OC)cc3C2)nc1
2. O=C(C1CCN(S(=O)(=O)c2ccccc2)CC1)N1CCN(Cc2ccc3c(c2)OCO3)CC1
3. CCC(=O)NCC(=O)OCC(=O)c1ccccc1
4. COc1cccc2sc3cc(NCc4ccc(C)o4)ccc3c(=O)c12
5. CC(C)(C)c1ccc(OCc2nnc(SCC(N)=O)n2N)cc1
6. Nc1nc2nc(SCC(=O)N3CCCc4ccccc43)[nH]c2c(=O)[nH]1
Screen / compound no.	1	2	3	4	5	6
procasp3 activ	3	8	0	-17	-7	0
LAP4-GFP MLPCN	101	101	92	103	100	99
RPL19A TOR yeast	106	100	100	89	98	95
EBNA-1 inhibitor	3	2	11	·	-7	2
MEP2 TOR yeast	100	105	102	89	99	101
proCasp7 act	4	-3	-3	-17	3	-14
ZTA DNA inh	11	3	3	·	-14	-14
AHR act	-3	-2	2	96*	3	2

7. CCOC(=O)C1C(=O)C=C(C)C(C(=O)OCC)C1c1ccc(OC)cc1 (stereo not given)
8. CN(Cc1c(F)cccc1Cl)C(=O)CNC(=O)c1cccs1
9. Cc1ccc([C@@H]2CC=C(C(=O)O)[C@H](c3ccccc3)N2S(=O)(=O)c2ccccc2C)cc1
10. CCOc1ccc(N(CC(=O)NCC(C)C)S(C)(=O)=O)cc1
11. O=C(NN1C(=O)c2ccccc2C1=O)C1CC2CCC1C2 (stereo not given)
12. S=C(NCC1CCCO1)Nc1cc(Cl)c(Cl)cc1Cl (stereo not given)
Screen / compound no.	7	8	9	10	11	12
procasp3 activ	7	2	1	6	2	12
LAP4-GFP MLPCN	95	98	100	97	107	118
RPL19A TOR yeast	95	106	103	98	104	96
EBNA-1 inhibitor	-4	-6	·	1	-16	-4
MEP2 TOR yeast	89	99	96	100	103	91
proCasp7 act	-4	-4	8	7	7	2
ZTA DNA inh	-19	-8	·	-14	-5	-5
AHR act	3	19	-1	-1	5	11

13. CCCCCCC(=O)N/N=C/Cc1ccccc1
14. Cc1ccc(C)n1-c1nnc(N2CCC(C(=O)NCCCN3CCN(C)CC3)CC2)s1
15. CCc1c(C)nc2cc(-c3cc(OC)cc(OC)c3)nn2c1N1CCN(CCN2CCOCC2)CC1
16. COC(=O)CCCNC(=O)CCc1nnc(-c2ccc(-c3ccccc3)cc2)o1
17. O=C(Oc1ccc([N+](=O)[O-])cc1)c1ccc2ccccc2n1
18. CCOc1ccc(NC(=O)CCNC(=O)c2ccc(Br)cc2)cc1
Screen / compound no.	13	14	15	16	17	18
procasp3 activ	-7	5	5	3	-15	5
LAP4-GFP MLPCN	98	104	94	91	80	116
RPL19A TOR yeast	94	101	98	99	100	99
EBNA-1 inhibitor	1	7	9	8	0	10
MEP2 TOR yeast	93	106	86	102	96	103
proCasp7 act	10	-1	-6	19	-8	6
ZTA DNA inh	8	5	-15	-9	12	1
AHR act	6	-2	-9	-10	19	-3

19. Cc1ccc(S(=O)(=O)N2CCn3cccc3C2C)cc1 (stereo not given)
20. CC(=O)c1cc(-c2ccccc2)[nH]c1N1CCCC1
21. Cc1cccc(C)c1NC(=O)NC1(C(=O)N2CCCC2)CCCCC1
22. O=C(N/N=C/c1ccccc1[N+](=O)[O-])C(=O)N1CCCC1
23. COc1cccc2c(Nc3ccccc3C)cc(C)nc12
24. CC(=O)Nc1ccc(NC(=O)CNC(=O)c2sc3ccccc3c2Cl)cc1
Screen / compound no.	19	20	21	22	23	24
procasp3 activ	-2	-6	6	7	2	8
LAP4-GFP MLPCN	99	89	96	98	87	100
RPL19A TOR yeast	102	92	101	98	101	101
EBNA-1 inhibitor	·	-9	5	13	-6	12
MEP2 TOR yeast	98	96	101	101	103	102
proCasp7 act	-8	0	-7	2	-4	2
ZTA DNA inh	-7	3	10	-2	-4	6
AHR act	1	2	1	6	10	-4

# Compounds from the list above containing an NH in an aromatic ring, in the order listed:
6. Nc1nc2nc(SCC(=O)N3CCCc4ccccc43)[nH]c2c(=O)[nH]1
20. CC(=O)c1cc(-c2ccccc2)[nH]c1N1CCCC1
Screen / compound no.	6	20
procasp3 activ	0	-6
LAP4-GFP MLPCN	99	89
RPL19A TOR yeast	95	92
EBNA-1 inhibitor	2	-9
MEP2 TOR yeast	101	96
proCasp7 act	-14	0
ZTA DNA inh	-14	3
AHR act	2	2

# New compounds follow.
25. O=C(COc1ccc2ccccc2c1)N/N=C/c1ccccn1
26. Cc1ccc(S(=O)(=O)N(C)C)cc1NC(=S)N(CCC#N)Cc1cccnc1
27. C/C(=N/NC(=O)c1ccccn1)c1ccncc1
28. COCC(C)n1c(C)cc(C(=O)COC(=O)c2cnc(Cl)c(Cl)c2)c1C (stereo not given)
29. CC(Cc1ccccc1)NC(=O)c1ccc([N+](=O)[O-])cc1 (stereo not given)
30. CCc1ccc(-c2nc(CN3CCC(C(=O)NCc4ccco4)CC3)c(C)o2)cc1
Screen / compound no.	25	26	27	28	29	30
procasp3 activ	-4	-1	-1	6	6	6
LAP4-GFP MLPCN	91	99	115	113	90	95
RPL19A TOR yeast	95	97	99	95	98	102
EBNA-1 inhibitor	-10	10	-2	·	8	3
MEP2 TOR yeast	97	95	111	109	99	101
proCasp7 act	15	6	4	12	16	2
ZTA DNA inh	-6	9	2	·	6	-13
AHR act	30	0	20	1	3	0

31. COc1ccc(Br)cc1-c1nc(C)c(C(C)=O)n1O
32. Cn1ccnc1SCC(=O)Nc1cccc(S(=O)(=O)N2CCCCC2)c1
33. Cc1nnc(SCc2nnc(-c3ccccc3)o2)n(N)c1=O
34. O=C(CCCSc1nc2ccccc2s1)NC1=NCCS1
35. Cc1cc(=O)[nH]c(CN2CCC(c3ccccc3)CC2)n1
36. C[N+](C)(C)C(Cc1ccccc1)C(=O)[O-] (stereo not given)
Screen / compound no.	31	32	33	34	35	36
procasp3 activ	-8	9	-4	1	-7	0
LAP4-GFP MLPCN	108	103	89	93	98	95
RPL19A TOR yeast	100	114	101	98	101	96
EBNA-1 inhibitor	-3	-8	3	0	-4	-2
MEP2 TOR yeast	106	105	96	104	100	102
proCasp7 act	-6	12	-3	4	10	0
ZTA DNA inh	-6	5	12	11	-1	-7
AHR act	33	-1	4	0	-2	0

37. CC(C)CCNC(=O)C(=O)NCC1OCCCN1S(=O)(=O)c1cccs1 (stereo not given)
38. Cn1cccc1CNC1CCCCC1
39. CC(C)Sc1cc(N2CCCC2)nc(-c2ccccc2Cl)n1
40. CCOC(=O)/C(C#N)=C1/SC(CC)C(=O)N1c1ccc(C)cc1 (stereo not given)
41. Cc1cc2cc3c(cc2nc1SCC(=O)Nc1c(C)cccc1C)CCC3
42. CCOC(=O)C1=C(C(F)(F)F)Nc2ncnn2C1c1cc(OC)c(OC)cc1OC (stereo not given)
Screen / compound no.	37	38	39	40	41	42
procasp3 activ	-2	-6	5	0	-2	-4
LAP4-GFP MLPCN	111	110	92	96	98	·
RPL19A TOR yeast	96	97	87	87	89	·
EBNA-1 inhibitor	-4	3	-6	-3	-6	5
MEP2 TOR yeast	106	108	100	90	95	·
proCasp7 act	-12	1	11	3	1	0
ZTA DNA inh	11	-1	-1	12	-2	5
AHR act	1	0	0	2	0	-2

# An excerpt from above in order of molecular weight, rising.
38. Cn1cccc1CNC1CCCCC1
40. CCOC(=O)/C(C#N)=C1/SC(CC)C(=O)N1c1ccc(C)cc1 (stereo not given)
39. CC(C)Sc1cc(N2CCCC2)nc(-c2ccccc2Cl)n1
37. CC(C)CCNC(=O)C(=O)NCC1OCCCN1S(=O)(=O)c1cccs1 (stereo not given)
Screen / compound no.	38	40	39	37
procasp3 activ	-6	0	5	-2
LAP4-GFP MLPCN	110	96	92	111
RPL19A TOR yeast	97	87	87	96
EBNA-1 inhibitor	3	-3	-6	-4
MEP2 TOR yeast	108	90	100	106
proCasp7 act	1	3	11	-12
ZTA DNA inh	-1	12	-1	11
AHR act	0	2	0	1

# Further structures follow:
43. CCOc1cc(N2CCOCC2)c(OCC)cc1NC(=O)CN1CCCC1
44. COc1ccc(N2C(=O)C(CC(=O)Nc3ccccc3)N(Cc3ccc(OC)c(OC)c3)C2=O)cc1 (stereo not given)
45. CCn1c(C(=O)N2CCCC(C(=O)NCCCc3ccccc3)C2)cc2sccc21 (stereo not given)
46. Cc1cc(N=NC(=O)c2ccccc2)ccc1O
47. Cc1nn(C)cc1CNC(=O)c1ccccc1Br
48. O=C(COc1cccc2ccccc12)N/N=C/c1ccncc1
Screen / compound no.	43	44	45	46	47	48
procasp3 activ	7	-3	0	-5	6	9
LAP4-GFP MLPCN	93	96	99	96	100	100
RPL19A TOR yeast	108	101	94	108	100	96
EBNA-1 inhibitor	-2	6	1	-4	10	-1
MEP2 TOR yeast	101	105	101	104	96	99
proCasp7 act	-7	4	5	0	3	8
ZTA DNA inh	6	-2	2	3	5	-21
AHR act	0	3	-1	12	1	5

49. NC(=O)N/N=C/c1cccc(OCc2ccc(F)cc2)c1
50. CC(=O)OCC1=C(C(=O)O)N2C(=O)C(NC(=O)CC(C)c3ccccc3)C2SC1 (stereo not given)
51. Cc1cc(C)c2c(=O)[nH]n(C(C)C)c2n1
52. Cc1ccccc1CNC(=O)c1cc2ccccc2o1
53. CCN1C(=O)/C(=C\N2CCCc3ccccc32)SC1=S
54. Cc1nnc(SCC(=O)NC(=O)NCCC(C)C)s1
Screen / compound no.	49	50	51	52	53	54
procasp3 activ	7	-3	1	13	-2	-4
LAP4-GFP MLPCN	97	86	114	93	93	84
RPL19A TOR yeast	102	92	110	102	93	89
EBNA-1 inhibitor	11	·	3	12	8	-13
MEP2 TOR yeast	111	89	108	100	114	100
proCasp7 act	10	-15	1	20	2	0
ZTA DNA inh	-4	-3	8	11	17	10
AHR act	-2	-1	-1	4	-3	-1

55. COc1ccc(C(=O)Nc2ccc(Cl)cc2C(=O)NCc2ccco2)cc1OC
56. Cc1ccccc1NC(=O)c1ccc(COc2ccc3c(C)cc(=O)oc3c2)cc1
57. O=C(NC1CCCCC1)C(c1ccco1)N(CCc1ccccc1)C(=O)C(F)(F)F (stereo not given)
58. C/C(=N\n1nnnc1Nc1ccccc1)c1ccc(N)cc1
59. Cc1ccccc1C(=O)N=c1ccn(-c2nc3ccccc3nc2NS(=O)(=O)c2ccc(F)cc2)cc1
60. Cc1cc(Br)ccc1NC(=O)CNC(=O)COc1ccccc1C
Screen / compound no.	55	56	57	58	59	60
procasp3 activ	8	9	0	-2	5	-2
LAP4-GFP MLPCN	104	94	102	96	82	105
RPL19A TOR yeast	93	103	102	·	92	100
EBNA-1 inhibitor	-10	7	-8	1	4	-4
MEP2 TOR yeast	100	96	100	106	90	101
proCasp7 act	6	6	4	10	4	10
ZTA DNA inh	5	-1	-21	2	12	-11
AHR act	0	2	0	8	4	8

61. O=C(c1cccs1)N1CCCN(c2ncnc3scc(-c4ccccc4)c23)CC1
62. COc1ccc(/C=C/C(=O)c2sc(-c3ccccc3)nc2C)cc1
63. COc1cc(C(=O)NCCN=C2NS(=O)(=O)c3ccccc32)cc(OC)c1OC
64. CCCCCn1cnc2sc(CC)cc2c1=O
65. CCOC(=O)c1cc(C(=O)c2ccccc2O)cn2c(=O)c3c(C)c(C)sc3nc12
66. O=C(c1ccc2nsnc2c1)N1CCN(c2ccc([N+](=O)[O-])cc2)CC1
67. Cc1nn(C)cc1/C=C/C(=O)c1ccccc1
68. CC1=NCCN1S(=O)(=O)c1ccc(Br)c(C)c1
Screen / compound no.	61	62	63	64	65	66	67	68
procasp3 activ	-5	-5	3	0	-3	-3	6	7
LAP4-GFP MLPCN	106	112	86	89	110	99	114	108
RPL19A TOR yeast	101	115	104	100	104	95	93	105
EBNA-1 inhibitor	-8	-2	-3	1	3	-11	-4	2
MEP2 TOR yeast	97	111	98	104	106	98	93	105
proCasp7 act	1	10	4	0	-10	-29	-4	-5
ZTA DNA inh	4	-16	-15	10	3	-4	-23	-4
AHR act	-1	2	1	1	2	1	21	1
